Assay outcomes deposited in PubChem BioAssay by Southern Research Specialized Biocontainment Screening Center.
PhoP GFP inhibition: Inhibition of PhoP regulon, Salmonella typhi GFP reporter cells, confirmation, 4 h (AID 1850); Salmonella Typhi PhoP-promoter GFP reporter, fluorescence, 4 h; higher % means a stronger effect; inhibition, % at 50 µM, or IC50 in µM where a hit was titrated; actives 0.33% (n = 310,000); in the data active = a potency from the dose series; inconclusive = inhibition mostly from about 25% at the one dose, without a potency; inactive = the rest, 99 in 100 with inhibition below about 19%;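 also: 0% = induced wells with vehicle and 100% = uninduced wells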
tuberculosis growth: growth inhibition of non-replicating M. tuberculosis (AID 488890); actives 0.39% (n = 320,000); Mycobacterium tuberculosis non-replicating, growth inhibition; higher % means a stronger effect; inhibition, % at 25 µM, or IC50 in µM where a hit was titrated; in the data active = a potency from the dose series; inconclusive = inhibition mostly from about 82% at the one dose, without a potency; inactive = the rest, 99 in 100 with inhibition below about 76%;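 also: plate controls were DMSO cells for no effect and high antibiotic wells for full effect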
H1N1 NS1A inhibition: NS1A inhibition, H1N1 influenza, cell based functional assay (AID 504329). one-dose inhibition, % at 12.5 µM; IC50 in µM for titrated hits. actives 0.3% (n = 340,000). NS1A functional cell-based assay, percent inhibition; higher % means a stronger effect; in the data active = a potency from the dose series; inconclusive = inhibition above about 27% without an active follow-up result; also: strong numbers were not always called active
M. tuberculosis HTS: M. tuberculosis growth inhibition, HTS (AID 449762). M. tuberculosis H37Rv growth inhibition, 7H9 media; higher % means a stronger effect. inhibition, % at 25 µM, or IC50 in µM where a hit was titrated. actives 0.59% (n = 330,000); in the data active = a potency from the dose series; inconclusive = inhibition above about 70% without an active follow-up result;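 also: bacterial growth assessed after seven days of incubation; strong numbers were not always called active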
VEEV TC-83 Vero: inhibitors of VEEV TC-83 cytopathic effect, confirmation, Vero cells (AID 588727) | Vero cells, VEEV TC-83 cytopathic effect inhibition; higher % means a stronger effect | one-dose inhibition, % at 20 µM; IC50 in µM for titrated hits | actives 0.13% (n = 350,000); in the data active = a potency from the dose series; inconclusive = inhibition mostly from about 14% at the one dose, without a potency; inactive = the rest, 99 in 100 with inhibition below about 12%; also: strong numbers were not always called active
VEEV TC-83 Vero 10K pilot screen: also measured in VEEV TC-83 Vero; calls as there; inhibition, %; measured here: 10K pilot screen inhibition
* hit, by the source's call; i = inactive; ? = inconclusive; · = no result given; & = joins results of further samples.

SMILES | PhoP GFP inhibition | tuberculosis growth | H1N1 NS1A inhibition | M. tuberculosis HTS | VEEV TC-83 Vero | others
CCOC(=O)C1(Cc2cccc(Cl)c2)CCCN(C(=O)c2ccc(C)nc2)C1 (configuration not stated) | -6% | 4% | -5% | -3% | i
Cc1cccc(C(=O)NNC(=O)CCC(=O)Nc2cccc(Cl)c2C)c1 | -4% | -9% | -6% | 2% | 0.4%
C#CCOCCOCCOCCNc1nc(N2CCN(C(=O)[C@H](CCC(=O)O)n3cc(C(N)[C@H](C)CC)nn3)CC2)nc(N2CCN(C(=O)[C@H](Cc3ccc(O)cc3)n3cc(C(N)[C@H](C)CC)nn3)CC2)n1 (some centres not stated) | -4% | -5% | 9% | 5% | i | VEEV TC-83 Vero 10K pilot screen=0.0
O=C(O)C(Cc1c[nH]c2ccccc12)NS(=O)(=O)c1ccc(Cl)c(C(F)(F)F)c1 (configuration not stated) | 10% | 2% | 0% | 14% | i
Clc1ccc(NCn2cncn2)nc1 | 2% | -6% | -6% | -6% | 1.0%
CCCC(=O)Nc1ccc(C(=O)NNC(=O)c2ccco2)cc1 | -4% | 7% | 7% | -2% | 2.5%
CC1CCCC(NC(=O)C2CCC(CNc3c(N4CCCC4)c(=O)c3=O)CC2)C1C (configuration not stated) | 13% | -10% | 15% | 4% | i
CC(C(=O)c1cn(C)c2ccccc12)c1ccccc1 (configuration not stated) | 2% | -1% | -3% | -3% | 0.3%
COc1cc(/C=C/C(=O)O)cc(S(=O)(=O)Nc2cc(Cl)c(Cl)cc2Cl)c1OC | -1% | 37% | -6% | -5% | 2.5%
CCCCN1CNC(=S)N(c2cc(C)ccc2C)C1 | -7% | 11% | 0% | 3% | 0.1%
CCc1ccccc1Nc1nc(N)nc(COC(=O)c2cccn2C)n1 | -15% | 2% | 11% | -3% | 28% | VEEV TC-83 Vero 10K pilot screen=26
COc1ccc(C(CNC(=O)COc2ccc(Cl)cc2C)N2CCCCC2)cc1 (configuration not stated) | -8% | 19% | -7% | 3% | i
CN(Cc1ccccc1)C(=O)COc1ccc2ccccc2c1 | 3% | 47% | · | 5% | i
CCOC(=O)c1cc(-c2ccc(OC)cc2)n(CCC(=O)NCCN2CCC(C)CC2)c1C | -7% | 45% | 2% | 10% | 0.9%
COC(=O)CCn1nnc(-c2cccs2)n1 | -1% | 19% | 6% | 0% | 1.8%
O=C(Nc1ccccc1)c1cccc(S(=O)(=O)NCc2ccco2)c1 | 1% | 8% | 4% | -12% | 8.5%
COc1ccc(C)cc1Nc1n[n+](-c2ccccc2)c(-c2ccc(OC)c(OC)c2OC)s1 | 1% | ? | 17% | ? | 1.0%
Nn1c(SCC(=O)N2CCN(S(=O)(=O)c3ccccc3)CC2)nnc1-c1cccs1 | 1% | -1% | -24% | -3% | 5.5%
Cn1c(COc2ccccc2Br)nc2ccccc21 | -6% | 3% | -9% | -2% | i
O=C(Nc1cccc2ncccc12)c1ccc([N+](=O)[O-])o1 | 1% | ? | 4% | ? | ?

Compounds shown so far that contain a carbonyl joined to an NH by a bond outside any ring, in the order listed:
SMILES | PhoP GFP inhibition | tuberculosis growth | H1N1 NS1A inhibition | M. tuberculosis HTS | VEEV TC-83 Vero | others
Cc1cccc(C(=O)NNC(=O)CCC(=O)Nc2cccc(Cl)c2C)c1 | -4% | -9% | -6% | 2% | 0.4%
CCCC(=O)Nc1ccc(C(=O)NNC(=O)c2ccco2)cc1 | -4% | 7% | 7% | -2% | 2.5%
CC1CCCC(NC(=O)C2CCC(CNc3c(N4CCCC4)c(=O)c3=O)CC2)C1C (configuration not stated) | 13% | -10% | 15% | 4% | i
COc1ccc(C(CNC(=O)COc2ccc(Cl)cc2C)N2CCCCC2)cc1 (configuration not stated) | -8% | 19% | -7% | 3% | i
CCOC(=O)c1cc(-c2ccc(OC)cc2)n(CCC(=O)NCCN2CCC(C)CC2)c1C | -7% | 45% | 2% | 10% | 0.9%
O=C(Nc1ccccc1)c1cccc(S(=O)(=O)NCc2ccco2)c1 | 1% | 8% | 4% | -12% | 8.5%
O=C(Nc1cccc2ncccc12)c1ccc([N+](=O)[O-])o1 | 1% | ? | 4% | ? | ?

Remaining list, next part
SMILES | PhoP GFP inhibition | tuberculosis growth | H1N1 NS1A inhibition | M. tuberculosis HTS | VEEV TC-83 Vero | others
Cc1coc2c1c(C)cc1oc(=O)c(CC(=O)NCCCCCC(=O)O)c(C)c12 | -3% | -3% | 1% | 6% | 1.3%
Cc1ccc(N(CC(=O)NCc2cccnc2)S(C)(=O)=O)cc1C | 20% | -11% | -1% | -1% | 0.6%
Cc1cccc(NC(=O)c2cc(Cl)nc3ccccc23)n1 | -2% | 9% | 1% | 6% | 8.0%
CCOC(=O)c1cc(-c2csc(COc3ccccc3)n2)on1 | 0% | <0.1µM* | 1% | ? | i
COc1cc(/C=C2\SC(=O)N(c3cccc(Cl)c3)C2=O)cc([N+](=O)[O-])c1O | · | · | ? | · | 4.1%
CCN(CC(=O)NCc1cccs1)CC(=O)Nc1ccc(C(N)=O)cc1 | · | -16% | -7% | 4% | 5.4%
CCC(=O)Nc1ccc(C(=O)NNC(=O)c2cccs2)cc1 | 0% | 3% | 0% | -4% | 2.8%
CCn1c(SCC(=O)N2CCN(C(=O)c3ccco3)CC2)nnc1C(C)C | -10% | -6% | -19% | -4% | 0.7%
COC(=O)c1ccc(NC(=S)Nc2ccccc2)cc1 | -5% | 77% | 3% | 61% | 1.0%
ON1C(c2ccccc2C(F)(F)F)N(O)[C@H]2CCCC[C@H]21 (some centres not stated) | 1% | -5% | -1% | 4% | 1.2%
CCCCC(=O)N/N=C(C)/C=C/c1ccccc1F | · | · | -16% | · | 2.7%
O=C(Nc1ccc(F)cc1)C1CCN(C(=O)c2ccc(F)cc2)CC1 | · | -3% | 1% | 6% | 1.5%
CCOc1cc(C(=O)Nc2ccon2)cc(OCC)c1OCC | -1% | 6% | -3% | -2% | 6.0%
CCC(=O)N(C)CCc1cc2c(c(OC)c1/C=N/NC(=O)c1ccncc1)OCO2 | 0% | 47% | 7% | ? | i
Cc1ccc(-n2nc3c(=O)n(C(C)C(=O)NC4CC4)nc(C)c3c2C)cc1 (configuration not stated) | -7% | 0% | 9% | -2% | i
Cc1cnc(C(=O)NC(C)CCc2ccccc2)cn1 (configuration not stated) | -10% | 69% | -10% | -4% | 0.2%
CCOC(=O)N1CCC(Nc2c(NCCCN(CC)Cc3ccccc3)c(=O)c2=O)CC1 | · | · | -5%&8% | -1% | 3.2%&2.1%
O=c1cccc2n1CC1CC2CN(CC(O)CN2CC3CC(C2)c2cccc(=O)n2C3)C1 (configuration not stated) | -4% | -15% | -1% | 6% | i
O=c1[nH]c(=O)n(-c2ccc(F)cc2)c(O)c1/C=C1\C=Nc2ccccc21 | -21% | 14% | 5% | 3% | i
Cn1c(=N)n(CC(=O)C(C)(C)C)c2ccccc21 | 9% | 0% | 7% | 5% | 0.7%
COC(=O)c1cnn(-c2ccc(Cl)cc2)c1/C=N/NC(N)=S | 7% | -15% | -22% | -9% | 5.9%
Cc1cccc(Nc2cnn(C34CC5CC(CC(CC(=O)O)(C5)C3)C4)c(=O)c2Cl)c1 | -5% | 8% | -2% | -6% | 0.6%
COc1cccc(NC(=O)COc2cccnc2[N+](=O)[O-])c1 | · | -2% | -7% | -9% | 0.2%
Cc1ccc2nc(-c3ccc(NC(=O)CN4C(=O)NC(C)(c5ccc(OC(F)F)cc5)C4=O)cc3)sc2c1 (configuration not stated) | -7% | 13% | -5% | 9% | 8.6%
COc1cc(OC)c(C(=O)Nc2ccc(S(=O)(=O)N3CCCCC3)cc2)cc1OC | -3% | 39% | -5% | 9% | i
COc1ccc(C(CNC(=O)C(C)Sc2ccccc2)N2CCOCC2)cc1 (configuration not stated) | · | · | -6% | · | 1.0%
COc1ccc(-n2nnc3c(=O)n(CC(=O)N4CCC(Cc5ccccc5)CC4)cnc32)cc1 | -10% | 9% | 23% | -3% | 1.9%
COc1cccc(CNc2ccccn2)c1O | 5% | -9% | -3% | -3% | 0.5%
CC(=O)NCC(=O)NC(C(=O)Nc1ccc2c(c1)OCCO2)c1ccccc1 (configuration not stated) | 10% | 4% | -2% | -1% | i | VEEV TC-83 Vero 10K pilot screen=0.0
Cc1c(C(=O)OC(C)C)sc(NC(=O)C2CCCO2)c1C(=O)OC(C)C (configuration not stated) | -8% | 20% | 3% | -10% | 4.4%
Cc1cccc(N2CC(C(=O)NCc3ccco3)CC2=O)c1C (configuration not stated) | · | 28% | -15% | 0% | 0.9%
CCCCCC(=O)N1CC2(CC)CN(C(=O)CCCCC)CC(CC)(C1)C2=O | -11% | -19% | -1% | -10% | 3.1%
CC(C)N(CC(N)=O)c1ccc(S(=O)(=O)N2CCCC2)cn1 | · | -8% | -18% | -6% | 0.7%
COc1ccc(OCCn2cc(C=O)c3ccccc32)cc1 | -7% | 72% | -7% | -2% | 0.8%
CC(C)OC(=O)C1C(=O)CC(C)(O)C(C(=O)OC(C)C)C1c1cccc([N+](=O)[O-])c1 (configuration not stated) | 1% | -10% | 13% | -14% | 2.0%
CCCCn1c(CN2CCN(c3ccc(F)cc3)CC2)nc2c1c(=O)n(C)c(=O)n2C | 3% | -14% | 7% | 0% | i
Cc1c(-c2ccc(Cl)cc2Cl)nc2ccccc2c1C(=O)NCCN1CCOCC1 | -7% | -3% | 0% | 3% | 2.7%
CC(=O)CCC(=O)N1CCCC(CNC(=O)c2ccc(-c3ccccc3)cc2)C1 (configuration not stated) | -3% | 6% | -21% | -5% | 0.8%
Cc1ccccc1CNC(=O)CCCn1ncn2c(cc3occc32)c1=O | 2% | 4% | 2% | -4% | 3.9%
Cc1cccc(S(=O)(=O)NCC2CCCO2)c1 (configuration not stated) | -2% | 46% | 18% | -3% | i
COc1cc(/C=C/C=C2/CC/C(=C/C=C/c3ccc(O)c(OC)c3)C2=O)ccc1O | · | · | 22% | · | 3.7%
CNC(=O)C12N=CNN=C1N(C)C(=O)N2C (configuration not stated) | -7% | -11% | 0% | 2% | i
CCOc1ccc(NC(=O)COC(=O)c2cccnc2)cc1 | -2% | -5% | 2% | 1% | 6.6%
CCOC(=O)C1C(c2cc(OC)c(O)c(OC)c2)NC(=S)NC1(O)C(F)(F)F (configuration not stated) | -1% | -25% | -2% | -5% | 1.2%
CCOC(=O)Cc1cc(=O)[nH]c(=O)[nH]1 | -4% | 14% | 3% | -3% | 8.2%
CCOc1ccccc1-c1nc(-c2ccc(C)nc2OC)no1 | -2% | 18% | 3% | · | 6.7%
CCOC(=O)c1[nH]ncc1CN1CCCC(C(=O)c2ccc(OC)c(OC)c2)C1 (configuration not stated) | 8% | -8% | -7% | 1% | 0.1% | VEEV TC-83 Vero 10K pilot screen=0.0
COc1ccc(N=C/C=C2/C=C(c3ccccc3)OC(C)(C)O2)cc1 | -11% | 61% | 9% | 91% | i | VEEV TC-83 Vero 10K pilot screen=0.4
COc1ccc(Oc2cnc3ccccc3n2)cc1 | -8% | 70% | 5% | 2% | 2.0%
O=C1[C@H]2[C@H](ON3CCCC[C@H]23)C(=O)N1c1ccc(Cl)cc1 | -1% | -15% | 8% | -1% | 0.6%
O=C(Cc1cccs1)Nc1cc(S(=O)(=O)N2CCCCC2)ccc1Cl | · | 4% | 1% | -12% | 0.1%
CCOC(=O)C1(CCSC)NC(c2ccco2)C2C(=O)N(CC)C(=O)C21 (configuration not stated) | 2% | -8% | 4% | -6% | 0.6%
Cc1ccc(S(=O)(=O)CCC(=O)Nc2nc(-c3ccccn3)cs2)cc1 | · | ? | 8% | ? | 8.3%
COc1ccc(CN2CCN(Cc3ccc(C)cc3)C(CCO)C2)cc1OC (configuration not stated) | 15% | 17% | 20% | 5% | 5.4%
COc1cc(OC)cc(C(=O)N[C@H](C(=O)Nc2nc(-c3cc(OC)ccc3OC)cs2)C(C)C)c1 | -1% | 36% | 4% | -2% | 5.5%
O=C(Nc1nc2ccc(F)cc2s1)c1ccccn1 | 8% | 0.11µM* | · | ? | ·
CN(C)S(=O)(=O)c1ccc(N2CCCC2)c(C(=O)Nc2nc(-c3ccc(F)c(F)c3)cs2)c1 | -2% | -10% | -4% | -7% | i
CCOC(=O)CN1C(=O)C(=O)N(Cc2c(Cl)cccc2Cl)C1=O | -2% | -14% | -8% | 3% | 0.3%
CS(=O)(=O)c1ccc2nc(NC(=O)C3CCCCC3)sc2c1 | -1% | -3% | -1% | 54% | 0.8%
